# Screens as filed in PubChem BioAssay.
# mIAP inh: mouse IAP inhibition. inhibition, % at 10 µM. 330,000 tested, 0.2% active. purified mouse IAP, CDP-Star luminescence, 30 min;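 active = inhibition of at least 40% at 10 µM in the primary screen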;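 note: plate controls were DMSO with enzyme for no effect and no enzyme wells for full effect; values of inactives mirror those of a sister screen read the other way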
# hIAP inh: human IAP inhibition; inhibition, % at 10 µM; AID 2544; purified IAP, CDP-Star luminescence, 30 min; P09923; 330,000 tested, 0.12% active;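 active = inhibition reaching a set limit with compound at 10 µM in the primary screen, cut at about 35% in these data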;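 note: plate controls were DMSO wells with enzyme for no effect and no-enzyme buffer wells for full effect; values of inactives mirror those of a sister screen read the other way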
# Target sequence (P09923 whole entry, looked up): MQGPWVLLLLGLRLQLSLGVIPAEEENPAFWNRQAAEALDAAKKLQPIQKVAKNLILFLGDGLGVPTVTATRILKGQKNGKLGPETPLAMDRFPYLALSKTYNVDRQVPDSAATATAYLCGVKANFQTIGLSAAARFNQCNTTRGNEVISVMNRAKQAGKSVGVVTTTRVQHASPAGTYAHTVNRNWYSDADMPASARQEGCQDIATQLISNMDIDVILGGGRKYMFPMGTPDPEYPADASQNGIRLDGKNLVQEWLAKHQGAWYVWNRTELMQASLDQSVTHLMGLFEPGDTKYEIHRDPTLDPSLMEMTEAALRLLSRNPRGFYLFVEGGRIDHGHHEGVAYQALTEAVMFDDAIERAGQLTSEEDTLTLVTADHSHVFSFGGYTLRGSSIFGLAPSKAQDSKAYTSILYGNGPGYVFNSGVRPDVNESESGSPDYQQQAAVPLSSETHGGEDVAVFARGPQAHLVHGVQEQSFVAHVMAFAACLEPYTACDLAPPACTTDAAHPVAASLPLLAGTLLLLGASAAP
# NALP3 yeast inh: blocks the NALP3 inflammasome reconstituted in yeast. Yeast reconstituted NLRP3/ASC/caspase-1, beta-gal luminescence, 24 h. inhibition, % at 10 µM. 330,000 tested, 0.39% active. AID 2825;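 active = inhibition of 50% or more; inactive = inhibition below 50%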;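 note: plate controls were induced DMSO wells for no effect and uninduced yeast grown without galactose for full effect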
# A3A deaminase: blocks human APOBEC3A ssDNA deamination; inhibition, % at 20 µM; 330,000 tested, 0.41% active; recombinant A3A, FAM/TAMRA ssDNA deamination fluorescence; AID 493011; P31941;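 active = at least 40% inhibition at 20 µM here, with at most 30% in a related deaminase screen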;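 note: plate controls were A3A with DMSO for no effect and wells lacking A3A enzyme for full effect; some results filed as inactive read as strong as hits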
# Target sequence (P31941 whole entry, looked up): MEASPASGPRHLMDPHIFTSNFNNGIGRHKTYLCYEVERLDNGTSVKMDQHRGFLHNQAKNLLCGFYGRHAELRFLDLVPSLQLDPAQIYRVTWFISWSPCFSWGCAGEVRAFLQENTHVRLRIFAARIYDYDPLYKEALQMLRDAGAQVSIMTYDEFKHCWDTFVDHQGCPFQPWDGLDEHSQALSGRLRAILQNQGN
# beta cell repl: MIN6 beta-cell proliferation induction. MIN6 cells proliferation, ATPlite luminescence, 48 h; cells starved in 0.2% serum; 100% = growth in 10% serum. proliferation, % at 10 µM. 330,000 tested, 0.29% active. AID 2380;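 active = compounds whose signal lies at least 3.5 SD above the mean of all wells on their plate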;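 note: 0% = DMSO-treated cells in low-serum medium and 100% = 10% serum control; some compounds called inactive have numbers as strong as hits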
# APOBEC3G inh: inhibitors of human APOBEC3G DNA deaminase | Q9HC16 | AID 493012 | 330,000 tested, 0.28% active | inhibition, % at 20 µM | recombinant A3G, ssDNA deamination FAM/TAMRA fluorescence;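 active = inhibition of at least 40% at 20 µM, with no more than 30% in the related APOBEC3A deaminase screen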;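 note: plate controls were DMSO wells with A3G for no effect and wells lacking A3G enzyme for full effect; some compounds called inactive have numbers as strong as hits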
# Target sequence (Q9HC16 whole entry, looked up): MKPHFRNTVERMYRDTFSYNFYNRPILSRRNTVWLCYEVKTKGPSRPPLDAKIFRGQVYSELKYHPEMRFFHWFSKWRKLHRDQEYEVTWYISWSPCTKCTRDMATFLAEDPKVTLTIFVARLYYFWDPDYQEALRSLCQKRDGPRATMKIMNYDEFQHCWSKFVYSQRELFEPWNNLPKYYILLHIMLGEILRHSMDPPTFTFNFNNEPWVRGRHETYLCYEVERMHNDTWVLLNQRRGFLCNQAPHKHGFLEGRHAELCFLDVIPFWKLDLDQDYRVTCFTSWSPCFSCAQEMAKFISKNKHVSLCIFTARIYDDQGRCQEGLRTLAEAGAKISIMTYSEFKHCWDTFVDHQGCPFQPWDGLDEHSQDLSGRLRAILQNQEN
# mIAP activ: increases mouse intestinal alkaline phosphatase activity. muIAP, CDP-Star luminescence, 30 min; active compounds read high; 1 = vehicle-only enzyme signal, 0 = enzyme-free wells. activation factor at 10 µM. 330,000 tested, 0.24% active. AID 2805;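 active = activation factor of at least 2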; note: the source names both 10 and 20 µM as test concentration; values of inactives mirror those of a sister screen read the other way
#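 Assay system: mouse IAP enzyme; reagent: chemiluminescent substrate CDP-Star; dosing: test compounds delivered from DMSO solution; schedule: 30 min at room temperature; measured by: luminescence from enzymatic CDP-Star hydrolysis; controls: DMSO-only wells and no-enzyme negative control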
# TIM10 inh: growth inhibitors of TIM10 yeast strain. S. cerevisiae TIM10 strain growth, BacTiter-Glo luminescence, 24 h. inhibition, % at 10 µM. 330,000 tested, 1.4% active;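 active = inhibition of 40% or more at the single tested concentration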;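 note: wild-type TIM10 isogenic control strain grown at permissive 25 °C; 0% = DMSO yeast wells and 100% = minimal medium wells without yeast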
# tim10-1 inh: growth inhibitors of tim10-1 mutant yeast; inhibition, % at 20 µM; AID 463190; 330,000 tested, 2.2% active; S. cerevisiae tim10-1 ts strain growth, BacTiter-Glo, 24 h;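 active = inhibition of at least 40%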;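 note: mutant grown at 25 °C; 0% = DMSO wells with yeast and 100% = wells holding no yeast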
# Starred values were filed as active, the others as inactive.
SMILES,mIAP inh,hIAP inh,NALP3 yeast inh,A3A deaminase,beta cell repl,APOBEC3G inh,mIAP activ,TIM10 inh,tim10-1 inh
Cc1cccc(C2=N/C(=C/c3cccs3)C(=O)O2)c1,0,-22,0,-2,6,-5,0.99,41*,32
NC(=O)c1ccc(NC(=O)CC23CC4CC(CC(Br)(C4)C2)C3)cc1,-1,-8,7,0,0,-7,1,10,-15
COc1ccc(CCN2C(=O)C3CC=C(C)CC3C2=O)cc1OC (stereo not drawn),0,-4,12,-16,2,-1,1,3,17
CC1CCN(S(=O)(=O)N2CCN(C(=O)c3ccc4c(c3)OCO4)CC2)CC1,2,5,26,-5,-2,-12,0.98,4,-1
O=C(Nc1cccnc1)c1noc2c1CCCCC2,2,7,11,-5,-4,-5,0.98,18,17
Cc1ccc(NC(=O)CSc2nnc(C3CC3)n2CC2CCCO2)cc1C (stereo not drawn),4,-13,8,-2,-3,-5,0.96,-16,-6
CN1CCN(NC(=O)CC(C)(C)C)CC1,0,-3,3,3,-2,1,1,2,14
CCS(=O)(=O)c1c(S(=O)(=O)CC)c2ccccn2c1C(N)=O,-22,-6,4,-7,1,-10,1.2,-9,3
Cc1cc(C(=O)NC2CC(C)(C)Cc3c2cnn3-c2ccc(F)cc2)nn1C (stereo not drawn),5,-8,7,-4,-2,-6,0.95,8,39
COc1ccc(C(C(=O)NC2CCCCC2)N(C(=O)CCl)c2ccccc2Cl)cc1 (stereo not drawn),-12,0,-5,5,-2,-2,1.1,1,0
Cc1ccc(S(=O)(=O)N(C)CC(=O)N2CC(C)OC(C)C2)cc1 (stereo not drawn),9,3,25,-5,8,-4,0.91,1,4
Cc1ccccc1CN1CCC(Oc2ccc(C(=O)N3CCCC3)cc2)CC1,7,1,14,-4,4,-3,0.93,-6,-7
Cc1nnc(SCC(=O)Nc2cc(C(F)(F)F)ccc2Cl)n1C,3,0,12,4,-3,-2,0.97,2,3
COc1ccccc1NC(=O)CSc1nnc(Cn2nnc(-c3ccccc3)n2)n1-c1ccccc1,8,-24,7,1,-4,-3,0.92,6,19
O=S(=O)(NCc1ccccc1)NCc1cccc(C(F)(F)F)c1,4,23,6,-1,-2,-5,0.96,-3,11
CCOc1cc(N2CCOCC2)c(OCC)cc1NC(=O)COC(=O)c1cc(C)oc1C,2,-12,6,2,-2,1,0.97,11,2
O=[N+]([O-])c1ccc(O)c(C2=NNC(c3ccccc3F)C2)c1 (stereo not drawn),13,-10,-5,0,-6,-2,0.87,50*,36
CC(=O)c1cccc(NC(=S)NC(=O)c2cccc(Cl)c2)c1,21,18,25,-4,-4,-5,0.79,21,45*
Cc1ccccc1NC(=S)N(CCCN1CCOCC1)Cc1cccnc1,2,13,-5,-2,-1,-14,0.98,8,5
Clc1ccc(Cl)c(OCCCCNCc2ccccc2)c1,23,32,22,-3,0,-10,0.77,-27,-34
CCOC(=O)C1CCCN(CCC(=O)Nc2ccc(C)c(C)c2)C1 (stereo not drawn),1,-11,1,-2,-1,-6,0.99,-4,0
NC(=O)COC(=O)c1ccccc1OCc1ccccc1Cl,-7,6,20,-2,-2,-7,1.1,14,-16
COC(=O)c1c(NC(=O)Cc2ccc(OC)c(S(=O)(=O)N3CCOCC3)c2)sc(C)c1C,11,5,6,-1,7,-3,0.89,15,13
Cc1cc(C(F)(F)F)nc(SCC(=O)c2cccc([N+](=O)[O-])c2)n1,8,-23,5,-5,-2,-7,0.92,13,31
O=C1C2C3C=CC(C2C(=O)N1C1CCCCC1)C1C2C(=O)N(C4CCCCC4)C(=O)C2C31 (stereo not drawn),-1,3,-18,-2,0,-8,1,-4,13
O=C(CSc1nnc2scc(-c3ccccc3)n12)NCc1ccc2c(c1)OCO2,8,6,2,-2,-2,-5,0.92,11,20
NS(=O)(=O)c1ccc(CCNC(=O)c2cnccn2)cc1,0,-10,7,4,-2,-1,1,-4,-6
Cc1cccc(OC(=O)CN2C(=O)C3C4CCC(C4)C3C2=O)c1C (stereo not drawn),9,0,7,1,-2,-6,0.91,15,21
Nc1nnc(SCC(=O)c2ccccc2)s1,-8,-17,12,-2,1,-1,1.1,-6,10
Cc1c(NC(=O)C(C)OC(=O)c2cc(-c3cccc4ccccc34)nc3ccccc23)c(=O)n(-c2ccccc2)n1C (stereo not drawn),0,5,0,6,-3,-9,1,3,13
CC(C)(C)c1ccc(OCc2nnc(SCC(N)=O)n2N)cc1,-26,-16,-4,-3,-3,-8,1.3,-1,4
CCNC(=S)N1CCN(c2nc(-c3cccc(OC)c3)cs2)CC1,-5,-6,20,-4,-2,-6,1,14,27
Cc1cc(SCC(=O)c2cccs2)nc2ccccc12,4,21,14,-1,0,-3,0.96,10,23
CCOC(=O)c1sc2nc(Cc3ccc(Cl)cc3)[nH]c(=S)c2c1C,18,-5,14,-1,-3,6,0.82,-4,-25
CC1=CC2=C(OC1N(C)C)c1cccc3cccc(c13)C2=O (stereo not drawn),2,0,-30,-1,-2,-3,0.98,37,47*
CC1CN(C(=O)c2cc(S(=O)(=O)N3CCCCC3)ccc2Cl)CC(C)O1 (stereo not drawn),0,1,0,-6,2,-7,1,-4,2
O=C(Nc1ccc(Oc2ncnc3cc(Cl)ccc23)nc1)Nc1cccc(C(F)(F)F)c1,-20,7,8,-2,-1,-5,1.2,7,-6
CCOC(=O)CSc1nc2ccc(C)cc2[nH]1,-2,3,7,-5,-2,-10,1,2,-21
O=C(Nc1cc(C(F)(F)F)ccc1N1CCOCC1)c1cnccn1,7,10,16,-3,9,-7,0.93,15,16
O=C(N1CCCC1)C12CC3CC(CC(Cl)(C3)C1)C2,1,11,20,-1,-4,-8,0.99,15,15
Cc1ccc(OCCOCCN(C)C)c(Cl)c1,1,9,13,3,0,-5,0.99,-12,2
Cc1ccc(Cn2c(=O)c3ccccc3n3c(CCC(=O)NCCN4CCOCC4)nnc23)cc1,-10,-33,15,-4,1,-3,1.1,96*,6
COc1cc(C(=O)Nc2nc(N)n(-c3ccccc3)n2)cc(OC)c1OC,-11,-7,12,-4,5,-3,1.1,6,7
O/N=C1\CCCc2ccc3ccccc3c21,-8,-23,31,-4,-1,1,1.1,-11,-5
Cc1cccc(C2=N/C(=C\c3cccs3)C(=O)O2)c1,-11,13,18,8,0,4,1.1,26,24
CCCC1C(c2ccccc2)C(C#N)(C#N)C2(C#N)CC1(N)NC2=O (stereo not drawn),-11,-4,7,3,0,1,1.1,13,16
COc1cc2c(cc1NC(C)=O)CCCC2,9,11,5,-3,-3,-7,0.91,0,-9
O=C(Nc1nnc(SCC(=O)N2CCCC2)s1)C1CC(=O)N(c2ccccc2)C1 (stereo not drawn),3,9,10,1,0,-4,0.97,7,2
Clc1ccc(NCc2nncn2-c2ccccc2)cc1,6,-42,2,-2,-1,-1,0.94,5,-10
O=c1[nH]c(Cc2cccc(C(F)(F)F)c2)nc2ccccc12,1,4,9,-1,-2,-8,0.99,11,1
CCOCCCNC(=O)c1ccc(OC(C)=O)cc1,11,-2,-1,-2,3,-1,0.89,9,4
CCOc1ccc(-c2nnn(CC(=O)c3ccc4c(c3)OCCO4)n2)cc1,15,11,20,-3,-3,-6,0.85,2,-2
O=C(CCc1nc2ccccc2s1)OCC(=O)c1ccc[nH]1,-15,-23,-9,5,-3,4,1.1,-14,8
O=C1NC2(CCCC2)N=C1c1ccc(F)cc1,10,-18,10,-1,1,0,0.9,-12,5
CCOC(=O)c1c(N)n(C2CC(C)(C)NC(C)(C)C2)c2nc3ccccc3nc12,-6,-3,9,5,-1,-2,1.1,3,19
Cc1ccc(C2CN(C)C3(C(=O)Nc4ccccc43)C23COc2ccccc2C3=O)cc1 (stereo not drawn),4,14,-19,2,-6,-3,0.96,29,45*
COc1ccc(N(CC2CO2)S(=O)(=O)c2ccc(C)cc2)cc1 (stereo not drawn),8,-2,-11,-4,0,-2,0.92,-3,6
Cn1ccnc1SCC(=O)Nc1ccc(Cl)cn1,-5,14,1,-3,2,-6,1,6,9
CC(=O)c1cccc(NC(=O)CN(c2ccccc2F)S(C)(=O)=O)c1,-2,-8,-8,1,1,-4,1,-5,2
COc1ccc(OC)c(C2=NS(=O)(=O)N(C)C(C(=O)N3CCC4(CC3)OCCO4)=C2)c1,0,7,16,-2,-1,-3,1,-3,6

# (further entries)
SMILES,mIAP inh,hIAP inh,NALP3 yeast inh,A3A deaminase,beta cell repl,APOBEC3G inh,mIAP activ,TIM10 inh,tim10-1 inh
O=C(Nc1nc2ccccc2n1CCOc1ccc(Cl)cc1)c1ccco1,8,-34,24,1,-7,0,0.92,24,34
CC1CCN(c2nc3ccccc3nc2C(C#N)C(=O)OC2CCCCC2)CC1 (stereo not drawn),17,9,-5,-1,-6,-7,0.83,8,9
Cc1cccc(C(=O)Oc2csc(=S)n2C(=O)c2cccc(C)c2)c1,12,-2,39,-6,-4,-9,0.88,25,39
O=C(COc1ccc(Cl)cc1)NNC(=O)c1ccncc1,1,-6,9,-2,1,-1,0.99,-2,3
Cc1cccc(NC(=S)Nn2cnnc2)c1C,8,-2,15,-3,-3,1,0.92,-7,-11
O=C(CNCc1ccccc1)Nc1ccc(F)cc1,-1,8,26,-1,2,-1,1,-6,-9
CCOC(=O)c1[nH]c2cc(OC)c(OC)cc2c1NC(=O)CN(C)C1CCCCC1,-7,9,-5,2,-2,-11,1.1,17,24
COc1ccccc1-n1c(=S)[nH]c2c(sc(=S)n2-c2ccccc2C)c1=O,7,1,-10,-1,-3,-8,0.93,1,8
CCCc1nnc(NC(=O)CCC(=O)N2CCCCC2)s1,6,26,1,-1,0,-3,0.94,6,1
Cc1oc2c(C)c3oc(=O)c(CCC(=O)NCCCN4CCOCC4)c(C)c3cc2c1C,-5,3,9,0,3,0,1,4,13
CCCCCc1ccc(-c2cn(CN3C(=O)c4ccccc4C3=O)nn2)cc1,-12,1,15,-5,-9,-9,1.1,-3,-3
CCC(C)[C@H](NC(=O)N1CC(=O)Nc2ccccc21)C(=O)Nc1nccs1 (stereo partly drawn),-1,11,8,1,-2,8,1,7,2
COc1cccc([C@H](O)Cn2cc(-c3ccc(CON=C(C)C)cc3)nn2)c1,7,-10,5,2,-4,-2,0.93,4,2
Cc1ccc(C(=O)Nc2ccc3c(c2)CCC3)cc1S(=O)(=O)N1CCOCC1,2,21,23,-1,0,-3,0.98,16,29
NS(=O)(=O)c1cccc(C(=O)OCC(=O)NC2CCCc3ccccc32)c1 (stereo not drawn),-6,-3,25,6,-2,8,1.1,7,-1
C/C(Cn1cnc([N+](=O)[O-])n1)=N\NC(=O)c1cccc(F)c1,-4,0,6,3,0,2,1,16,2
CCO/C=C1/C(=O)N(c2ccc(OC)cc2)C(=O)c2ccccc21,-10,-12,0,-6,-1,-16,1.1,-16,-6
CCn1c(=O)n(CC)c2cc(N)ccc21,-2,3,18,-5,-1,-11,1,11,-10
CCOc1cc(N2CCOCC2)c(OCC)cc1NC(=O)c1ccc(C)s1,11,10,12,0,1,-8,0.89,0,-2

# Shown with two lines to a compound: part of the list above.
# Second line of a record – mIAP inh | hIAP inh | NALP3 yeast inh | A3A deaminase | beta cell repl | APOBEC3G inh | mIAP activ | TIM10 inh | tim10-1 inh
CCOc1cc(N2CCOCC2)c(OCC)cc1NC(=O)c1ccc(C)s1
    11 | 10 | 12 | 0 | 1 | -8 | 0.89 | 0 | -2
CCn1c(=O)n(CC)c2cc(N)ccc21
    -2 | 3 | 18 | -5 | -1 | -11 | 1 | 11 | -10
C/C(Cn1cnc([N+](=O)[O-])n1)=N\NC(=O)c1cccc(F)c1
    -4 | 0 | 6 | 3 | 0 | 2 | 1 | 16 | 2
